# CASP6 VEID inh: caspase-6 (human) enzyme inhibition; purified caspase-6, Z-VEID-R110 cleavage fluorescence; inhibition, % at 12.5 µM; 350,000 compounds, 0.53% hits;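 active = mean inhibition across replicates at least about 35%, with every replicate also reaching that limit, limit read from the data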;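 also: 0% = median of neutral control wells and 100% = no fluorescence left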
# Target sequence (P55212 24-179 limits assumed): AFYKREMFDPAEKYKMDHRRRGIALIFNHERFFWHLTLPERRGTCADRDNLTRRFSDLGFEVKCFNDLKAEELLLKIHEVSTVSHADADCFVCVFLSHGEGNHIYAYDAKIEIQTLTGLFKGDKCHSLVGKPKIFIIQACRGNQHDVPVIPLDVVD
# Target sequence (P55212 194-293 limits assumed): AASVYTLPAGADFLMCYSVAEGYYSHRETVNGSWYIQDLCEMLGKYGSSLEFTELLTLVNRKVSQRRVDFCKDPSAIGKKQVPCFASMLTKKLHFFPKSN
# SIRT5 block: blocks human SIRT5 desuccinylation of peptide; Q9NXA8; inhibition, % at 15 µM; 330,000 compounds, 1.1% hits; Purified SirT5, succinyl-peptide AMC, trypsin-coupled fluorescence; in the data active = inhibition above about 15%
# Target sequence (Q9NXA8 whole entry, looked up): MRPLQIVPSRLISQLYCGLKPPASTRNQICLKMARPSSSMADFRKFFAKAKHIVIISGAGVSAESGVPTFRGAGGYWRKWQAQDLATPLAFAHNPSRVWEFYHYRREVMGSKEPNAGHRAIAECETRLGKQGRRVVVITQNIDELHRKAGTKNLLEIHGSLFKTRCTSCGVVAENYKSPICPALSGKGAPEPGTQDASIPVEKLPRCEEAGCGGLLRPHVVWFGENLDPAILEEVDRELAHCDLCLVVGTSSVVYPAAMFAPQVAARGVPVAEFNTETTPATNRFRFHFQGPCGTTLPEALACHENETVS
# esBAF inh: blocks esBAF chromatin remodeling in mouse ES cells | Bmi1-luciferase knock-in reporter, 24 h; 100% = twice the neutral-well signal | 350,000 compounds, 2% hits | reporter increase, % at 12.5 µM; in the data active = activation above about 40%;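 also: 0% = median of the plate's neutral control wells and 100% = double that signal; a rise in the Bmi1 reporter signal indicates esBAF inhibition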
# C2C12 statin: suppressors of simvastatin-induced myotoxicity in C2C12 myotubes. 330,000 compounds, 0.78% hits. rescue of ATP level, % at 7.49 µM. ATP luminescence, 48 h; scaled: DMSO 0, geranylgeraniol control 100;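 active = mean ATP rescue above about 67%, or every replicate alone reaching that limit, limit read from the data, passing the limit was not always enough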;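 also: myotubes were challenged with 10 µM simvastatin during compound exposure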
# LGR2 antag: Drosophila LGR2 receptor signaling inhibition | inhibition, % at 9.99 µM | 380,000 compounds, 0.35% hits | HEK293 LGR2, CRE-luciferase, bursicon-stimulated, 4 h;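 active = drop in luminescence signal, shown as inhibition above about 50% in the replicate tests, limit read from the data, passing the limit was not always enough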;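 also: agonist challenge used bursicon conditioned medium at about half maximal strength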
# FN deposit inh: fibronectin deposition inhibition | AH1F fibroblasts, Alexa488-fibronectin deposition fluorescence, overnight | inhibition, % at 12.6 µM | 350,000 compounds, 0.086% hits;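 active = mean inhibition across replicates of 30% or more, regardless of how many single replicates reach that level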;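 also: positive control wells lacked labelled fibronectin entirely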
#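 Material: AH1F fibroblast monolayer depositing Alexa488-labelled fibronectin into matrix | Input: 10000 AH1F cells/well | Medium: DMEM plus 2% serum, read in PBS | Reagent: Alexa488-fibronectin, 24 nM final in well | Compound dosing: One dose per compound, pinned | Schedule: 1 h adhesion, overnight exposure | Measured by: Fluorescence at 485 nm excitation, 525 nm emission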
# S100A4 MyoIIA: blocks human S100A4 binding to myosin IIA peptide; P26447; S100A4/TAMRA-MyoIIA peptide fluorescence polarization; inhibition, % at 10.7 µM; 360,000 compounds, 0.14% hits;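 active = mean inhibition of at least 70% across replicates, with every replicate also reaching that level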
# Target sequence (P26447 whole entry, looked up): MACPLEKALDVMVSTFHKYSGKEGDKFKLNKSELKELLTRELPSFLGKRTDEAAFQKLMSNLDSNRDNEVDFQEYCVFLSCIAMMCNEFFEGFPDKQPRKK
#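 Material: human S100A4 monomer with TAMRA-labelled myosin IIA peptide; buffer or medium: HEPES pH 7.2 with CaCl2, KCl, NaCl, DTT, Triton; compound dosing: one concentration per compound; schedule: 5 min incubation before reading; benchmarks: neutral control DMSO, positive control TFP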
# The depositor's hits bear a star; . = no result given. Only part of the results is shown; count on the stated rates, not on these rows.
# Results follow in this order: C2C12 statin	esBAF inh	LGR2 antag	CASP6 VEID inh	S100A4 MyoIIA	SIRT5 block	FN deposit inh
- CC(Oc1ccc2ccc(=O)oc2c1)C(=O)NC1CCN(Cc2ccccc2)CC1 (stereo not drawn)
 : -27.2	11.4	5.5	0.2	-8.0	-3.3	5.2
- CN1C(=O)c2cc(NC(=O)C3CCCC3)ccc2OC[C@@H]2O[C@H](CC(=O)NCCc3ccncc3)CC[C@H]21
 : .	.	-13.0	-1.9	2.4	0.9	0.5
- CCC(CO)Oc1cc(NCc2ccccc2O)c2ncn(C(C)C)c2c1 (stereo not drawn)
 : 27.6	16.2	37.4	1.1	-3.5	2.1	-2.3
- CN(C)c1ccc(O)c2c1CC1CC3[C@@H](N(C)C)C(=O)C(C(N)=O)=C(O)[C@]3(O)C(=O)C1=C2O (stereo partly drawn)
 : 7.0	17.0	5.7	66.0*	-12.4	33.9*	2.4
- CCOC(=O)N1CCN(C(=O)c2ccc3c(c2)N(CC)CCS3)CC1
 : 9.5	2.0	14.4	-0.9	-1.8	-2.4	3.6
- COc1ccc(C2c3ccc(O)cc3Oc3ncn4nc(-c5ccco5)nc4c32)cc1OC (stereo not drawn)
 : 26.9	5.2	6.8	-0.6	0.5	2.6	-0.5
- Cc1ccc(NC(=O)c2ccc(Nc3c([N+](=O)[O-])cc([N+](=O)[O-])cc3[N+](=O)[O-])cc2)cc1
 : .	.	85.5*	-2.6	-0.1	4.2	4.7
- c1ccc2c(c1)CC1(CCCC1)N=C2N1CCOCC1
 : .	.	17.2	2.1	8.3	2.4	1.0
- CC(=O)OC[C@H]1O[C@@H](Oc2cc3ccc(=O)oc3cc2OC(C)=O)[C@H](OC(C)=O)[C@@H](OC(C)=O)[C@@H]1OC(C)=O
 : 0.7	-0.1	-33.4	-1.4	-4.5	.	5.5
- Cc1cc(NC(=O)c2cc(C3CC3)on2)n(-c2ccccc2)n1
 : -1.7	2.1	4.1	-1.7	11.1	12.4	0.2
- C=CCC1CCCCC12NC(=O)NC2=O (stereo not drawn)
 : 14.7	-10.1	.	.	.	.	0.2
- Nc1ccc(C(=O)NCCCCCCNC(=O)c2ccc(N)cc2)cc1
 : -3.4	-6.0	-10.7	-4.8	-0.8	-8.4	6.9
- C1COCCNCCOCCOCCN1
 : -30.4	-4.2	.	.	.	.	4.1
- Cc1cccc2sc(N(CCCN3CCOCC3)C(=O)CS(=O)(=O)c3ccc(F)cc3)nc12
 : 5.2	-1.9	-7.6	0.7	1.2	8.9	-4.0
- CCCOc1ccc(C2C3=C(Nc4nc(N)[nH]c(=O)c42)c2ccccc2C3=O)cc1 (stereo not drawn)
 : -2.4	-3.7	9.9	.	10.6	0.3	7.5
- COCc1cn(CC[C@H]2CC[C@@H](NC(=O)CCN3CCCCC3)[C@@H](CO)O2)nn1
 : -3.2	-1.3	-0.3	0.3	-0.2	-0.6	3.7
- CN(C)Cc1c(C(=O)N/N=C/c2ccc(OCc3c(F)cccc3Cl)cc2)nnn1-c1nonc1N
 : -5.5	6.5	4.5	-0.2	6.7	-3.8	-7.8
- CCCC#Cc1ccc2c(c1)O[C@H](CN(C)C(=O)NC(C)C)[C@@H](C)CN([C@H](C)CO)S2(=O)=O
 : -1.5	3.5	0.7	0.6	6.0	-2.0	-1.6
- CC(C)C[C@H]1COCCS(=O)(=O)N1Cc1ccccc1F
 : -1.2	0.6	10.2	-2.9	3.3	.	7.3
- CCOc1ccc(Br)cc1S(=O)(=O)Nc1ccc(NC(=O)c2ccccc2F)cc1
 : .	.	3.2	-2.0	-0.2	-3.1	0.4
- COc1ccc(-c2ccc([C@@H]3[C@H](CO)N4C(=O)CNC[C@@H]34)cc2)cc1
 : .	.	4.8	-3.1	-7.8	-1.2	.
- C=CCN1C(=O)[C@]2(O[C@H](CCO)[C@@H]([Si](C)(C)c3ccc(OC)cc3)[C@@H]2C)c2cc(N3CCCCC3=O)ccc21
 : .	.	.	0.0	0.3	-1.8	.
- CCCn1c(NCCO)nc2ccccc21
 : -0.7	4.2	-5.8	.	-1.0	0.9	.
- COc1ccc(NC(=O)N(C)C[C@@H]2OCCCC[C@@H](C)Oc3ccc(NC(=O)Nc4c(C)noc4C)cc3C(=O)N([C@@H](C)CO)C[C@H]2C)cc1
 : -11.6	-1.0	5.0	-3.2	-9.5	-2.0	.
- COc1ccc(NC(C)=O)cc1NC(=O)C1CCN(C(=O)Nc2ccccc2)CC1
 : -7.0	-4.4	3.2	1.2	1.6	-2.1	2.7
- CC12CCC(=O)CC1CCC1C2CCC2(C)C1CCC2(O)C(=O)CO (stereo not drawn)
 : -1.1	1.5	9.4	-0.8	-1.6	-1.9	8.4
- CC(C)(Cc1ccc(O)cc1)NC(=O)CC(=O)N/N=C/c1ccc(Cl)cc1
 : -66.0	0.4	1.3	-0.1	-5.3	-3.6	4.2
- C[C@H]1CN([C@@H](C)CO)C(=O)c2cc(-c3ccccc3)cnc2O[C@H]1CN(C)C(=O)Nc1ccccc1F
 : -0.1	-2.8	4.1	-0.8	-6.7	0.8	-6.1
- COc1cccc(OCC(=O)Nc2c3c(nn2-c2ccc(F)cc2)CS(=O)(=O)C3)c1
 : -1.5	-13.2	4.6	4.6	-2.9	-0.7	-12.7
- O=C(Cc1cccc2ccccc12)NCC1CCCO1 (stereo not drawn)
 : -1.4	-1.6	-9.2	.	.	.	.
- Cc1ccc(N(CC(=O)NCc2ccccc2)C(=O)CCC(=O)Nc2ccccn2)c(C)c1
 : 3.4	-5.6	0.2	-0.2	5.1	1.0	-8.9
- O=c1oc2ccccc2c2c1ccc1ccccc12
 : -3.4	-4.5	1.4	-1.9	-0.7	-14.7	.
- CN(C)N1C(=O)/C(=C/c2ccco2)SC1=Nc1ccccc1
 : .	.	-33.7	1.8	-0.8	1.4	-8.0
- O=C(COC(=O)CNS(=O)(=O)c1ccc(Br)cc1Cl)NC1CC1
 : 25.2	-1.8	12.1	2.7	-3.0	-6.2	1.2
- CC(=O)Nc1c2c(nn1-c1cccc(C)c1)CSC2
 : -9.9	-0.1	7.4	2.6	7.0	-0.4	7.6
- O=C(O)COc1ccc(/C=N/NC(=O)c2cn(-c3ccccc3)nc2-c2ccccc2)cc1
 : -5.9	-1.9	-0.3	2.2	-0.2	1.4	1.3
- COc1ccnc2c1c(=O)n(Cc1ccc(Cl)cc1Cl)c(=O)n2C
 : 1.5	0.9	-6.4	6.9	-0.4	-0.6	6.0
- Cc1nn(C)c(C)c1S(=O)(=O)N(CC(=O)NCCCN1CCC(C)CC1)c1ccc(C(C)C)cc1
 : -1.0	-6.6	-11.2	-4.8	3.4	0.5	3.5
- CN(C)c1ncnc2c1nnn2C1OC(CO)C(O)C1O (stereo not drawn)
 : -4.0	1.9	5.0	-3.0	0.6	-2.7	-1.1
- C/C(=N/NC(=O)C1COc2ccccc2O1)c1ccc(Br)s1 (stereo not drawn)
 : .	.	2.2	-3.7	1.5	0.5	-0.1
- COCC#Cc1cnc2c(c1)C(=O)N([C@@H](C)CO)C[C@@H](C)[C@H](CN(C)C(=O)C1CCC1)O2
 : -5.7	-4.0	16.7	1.3	-0.1	1.6	.
- CC(SCc1ccc(C(=O)O)o1)c1ccc(C(=O)O)o1 (stereo not drawn)
 : -2.2	-7.0	1.8	2.9	-1.9	-2.7	0.4
- COc1ccc(CNC(=O)C[C@@H]2CC[C@H](NC(=O)Nc3ccc4c(c3)OCO4)[C@@H](CO)O2)cc1
 : 6.5	-4.3	13.4	-1.8	-106.0	1.1	10.3
- CC1(C)CC(=O)c2sc(NS(=O)(=O)c3ccc(Cl)cc3)nc2C1
 : 3.9	-3.2	8.8	-4.3	4.5	4.1	3.3
- Cc1cccc(C)c1OCC(O)Cn1c2ccccc2c2ccccc21 (stereo not drawn)
 : -9.5	5.1	.	.	.	.	16.5
- Cc1ccccc1N(C(=O)c1snc(C(N)=O)c1N)C(C)C(=O)NC1CCCCC1 (stereo not drawn)
 : 10.2	-4.5	-5.4	1.3	-2.0	-4.1	-7.2
- COc1ccccc1NC(=O)c1ccc(CSc2ccccc2)o1
 : .	.	-10.1	3.1	-14.2	-0.2	1.4
- CC(C)NC(=O)N(C)C[C@@H]1OCCCC[C@@H](C)Oc2ccc(NC(=O)NC3CCCCC3)cc2C(=O)N([C@H](C)CO)C[C@@H]1C
 : -8.8	-4.0	-27.3	.	.	.	-8.4
- O=C(C[C@H]1CC[C@@H]2[C@H](COC[C@H](O)CN2S(=O)(=O)c2ccccc2)O1)N1CCOCC1
 : -14.0	5.0	9.4	2.4	-4.4	-0.9	2.0
- O=C(NCC[C@H]1CC[C@H](NC(=O)C2CCCCC2)[C@H](CO)O1)Nc1ccc(Cl)cc1
 : -10.4	9.3	-6.7	0.5	0.6	2.3	8.2
- COc1cccc(S(=O)(=O)N2CCCCN3[C@H](CO)[C@H](c4ccc(-c5cncnc5)cc4)[C@@H]3C2)c1
 : .	.	12.5	-1.1	-6.9	10.5	.
- C=CC[n+]1c(-c2ccc(OC)c(OC)c2)csc1NNC(=O)Nc1ccccc1
 : -99.2	-2.4	4.7	.	.	.	1.2
- COc1ccc(NC(=O)C2CC(=O)NC3=C2C(=O)CC(C)(C)C3)cc1 (stereo not drawn)
 : 0.7	0.5	6.0	-1.0	-5.7	-1.9	.
- O=C(NCCOc1ccccc1)C1CCC(=O)N(CCc2ccccn2)C1 (stereo not drawn)
 : 1.2	6.0	2.9	-0.5	1.7	0.0	-2.2
- OC(CNCC1COc2ccccc2O1)COCc1cccs1 (stereo not drawn)
 : 6.3	-5.0	.	.	.	.	2.0
- Cc1cc(C)n2[nH]c(=O)c(N=Nc3ccc(S(N)(=O)=O)cc3)c2n1
 : -2.5	11.0	4.4	2.0	-0.8	8.7	4.6
- CC(=O)Nc1cccc(NC(=O)CS(=O)(=O)c2cn(CC(=O)N3CCOCC3)c3ccccc23)c1
 : .	.	0.3	2.5	2.4	-4.8	-19.2
- COc1ccc(Br)cc1/C=N/NC(=O)c1ccc2nc[nH]c2c1
 : -7.5	-1.2	6.5	-5.1	0.6	4.3	14.1
- CCC(C)Sc1nc2c(cnn2-c2ccccc2)c(=O)[nH]1 (stereo not drawn)
 : .	-5.3	1.8	1.0	2.0	4.6	-2.3
- O=C(C[C@H]1C[C@H]2c3cc(NC(=O)CC4CC4)ccc3O[C@H]2[C@@H](CO)O1)NCCc1ccccc1
 : 1.1	4.3	-1.7	0.4	-23.2	1.2	4.4
- COC(=O)C[C@H]1CC[C@@H](NC(=O)Nc2cccc(OC)c2)[C@@H](CO)O1
 : .	.	-6.5	1.7	-0.7	-2.9	-0.3
- OCC1(CCc2ccccc2)CCCN(CCCc2ccccc2)C1 (stereo not drawn)
 : -2.8	-7.8	-8.1	-5.9	-12.1	-4.2	-9.2
- C[C@H]1CN([C@@H](C)CO)C(=O)c2cc(NC(=O)CCN3CCOCC3)ccc2O[C@@H]1CN(C)S(=O)(=O)c1ccc(F)cc1
 : 1.2	-0.6	20.1	3.0	17.5	-2.5	.

# SIRT5 block, what is marked active above.
Compound	esBAF inh	LGR2 antag	CASP6 VEID inh	S100A4 MyoIIA	SIRT5 block
CN(C)c1ccc(O)c2c1CC1CC3[C@@H](N(C)C)C(=O)C(C(N)=O)=C(O)[C@]3(O)C(=O)C1=C2O (stereo partly drawn)	17.0	5.7	66.0*	-12.4	33.9*

# Compound profiles (already shown). Screens in order: C2C12 statin	esBAF inh	LGR2 antag	CASP6 VEID inh	S100A4 MyoIIA	SIRT5 block	FN deposit inh
# Cc1cccc(C)c1OCC(O)Cn1c2ccccc2c2ccccc21 (stereo not drawn) is listed with -9.5	5.1	.	.	.	.	16.5
# O=C(O)COc1ccc(/C=N/NC(=O)c2cn(-c3ccccc3)nc2-c2ccccc2)cc1 is listed with -5.9	-1.9	-0.3	2.2	-0.2	1.4	1.3

# Screens from PubChem BioAssay.
